PMI act hi M6P: activators of human phosphomannose isomerase at near-saturating mannose 6-phosphate | coupled PMI enzyme assay, resazurin fluorescence, 20 min; hits give high values; 1 = untreated enzyme, 0 = substrate-free blank | activation factor at 20 µM | 0.34% of 190,000 active | AID 1216;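 active = activation factor of 2 or more at 20 µM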
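test system = human PMI in coupled enzyme assay | medium = HEPES-buffered pH 7.4 with magnesium and detergent | also added = 1.0 mM mannose-6-phosphate substrate with 0.22 mM NADP+ | compound = 20 µM single dose | times = 20 min incubation at room temperature | measured by = resorufin fluorescence (Ex 544/Em 590 nm) from resazurin via diaphorase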
RAM network inh: inhibitors of the yeast RAM network; inhibition, % at 50 µM; S. cerevisiae dse1pr::URA3 reporter, 5-FOA growth OD615, 2 d; analog-sensitive cbk1-as2 kinase mutant strain; 1.8% of 190,000 active;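 active = inhibition above a set limit, 3 SD over mean compound inhibition, cut at about 8.4% in these data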;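 note: 0% = DMSO-only wells with no growth and 100% = 10 µM 1-NA-PP1 full growth; inhibition rescues growth on 5-FOA so higher OD means more RAM inhibition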
L major viab: inhibitors of Leishmania major promastigote growth. Leishmania major promastigotes, resazurin fluorescence viability. inhibition, % at 10 µM. 9% of 200,000 active. AID 1063; in the data active = inhibition above about 50%;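 note: promastigotes grown with compound for 44 hours at 28 °C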
PMI act: activators of human phosphomannose isomerase | P34949 | purified human PMI, coupled resazurin fluorescence, 20 min; hits give high values; 1 = vehicle control, 0 substrate-free wells | activation factor at 20 µM | 0.005% of 190,000 active;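 active = activation factor of 2 or more at 20 µM, relative to plate controls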
HMGR II inh: E. faecalis class II HMG-CoA reductase inhibition. purified E. faecalis HMGR, NADPH absorbance 340 nm kinetic. inhibition, % at 10 µM. 0.41% of 190,000 active;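 active = inhibition above a set limit, the median over all tested compounds plus 3 SD, cut at about 9.5% in these data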;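 note: enzyme runs in reverse so mevalonate oxidation gives rising NADPH absorbance; 0% = complete reaction with DMSO and 100% = background rate lacking mevalonate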
DTT redox prof: compounds producing H2O2 with reducing agent – biochemical, NIH compound library profiling, artefact control for MLSCN library redox annotation, primary screen; DTT-dependent redox cycling H2O2, phenol red/HRP absorbance; 100% = 100 µM peroxide control, 0% = buffer; activation, % at 10 µM; 0.03% of 200,000 active;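 active = activation of at least 50% relative to the plate's high and low controls in the primary single-dose screen; inactive = activation below 50%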;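 note: compound incubated with DTT at 0.8 mM final as the reducing agent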
S1P3 antagonist: S1P3 (human) receptor antagonism | Q99500 | 0.27% of 170,000 active | inhibition, % at 4.98 µM | CHO S1P3 NFAT-BLA reporter, FRET fluorescence, antagonist mode;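 active = inhibition above the plate cutoff, the mean inhibition of test wells on that plate plus 3 SD, cut at about 28% in these data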;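 note: cells challenged with S1P at its EC80 of 0.8 µM; blue over green emission ratio from cleaved BLA substrate after 4 h stimulation; 0% = S1P-stimulated wells and 100% = unstimulated DMSO-only wells; some compounds past the cut are filed as inactive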
Target sequence (Q99500 whole entry, looked up): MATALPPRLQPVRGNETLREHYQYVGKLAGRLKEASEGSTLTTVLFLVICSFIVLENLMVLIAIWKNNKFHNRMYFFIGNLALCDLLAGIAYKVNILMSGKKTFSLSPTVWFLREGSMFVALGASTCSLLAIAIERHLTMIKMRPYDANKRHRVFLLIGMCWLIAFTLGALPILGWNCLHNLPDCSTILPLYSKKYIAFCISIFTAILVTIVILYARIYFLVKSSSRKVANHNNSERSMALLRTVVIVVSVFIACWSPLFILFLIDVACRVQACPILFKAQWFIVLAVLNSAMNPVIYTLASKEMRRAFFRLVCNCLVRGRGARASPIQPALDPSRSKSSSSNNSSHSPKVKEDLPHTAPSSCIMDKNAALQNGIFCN
TNAP inh noacc: TNAP (human) inhibition, acceptor-free conditions; P05186; purified TNAP, CDP-star luminescence, 30 min; inhibition, % at 20 µM; 0.26% of 200,000 active; AID 1012;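 active = tissue-nonspecific alkaline phosphatase inhibition above about 50% at 20 µM in the single-dose screen, limit read from the data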;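 note: 0% = DMSO negative control and 100% = EDTA positive control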
Target sequence (P05186 whole entry, looked up): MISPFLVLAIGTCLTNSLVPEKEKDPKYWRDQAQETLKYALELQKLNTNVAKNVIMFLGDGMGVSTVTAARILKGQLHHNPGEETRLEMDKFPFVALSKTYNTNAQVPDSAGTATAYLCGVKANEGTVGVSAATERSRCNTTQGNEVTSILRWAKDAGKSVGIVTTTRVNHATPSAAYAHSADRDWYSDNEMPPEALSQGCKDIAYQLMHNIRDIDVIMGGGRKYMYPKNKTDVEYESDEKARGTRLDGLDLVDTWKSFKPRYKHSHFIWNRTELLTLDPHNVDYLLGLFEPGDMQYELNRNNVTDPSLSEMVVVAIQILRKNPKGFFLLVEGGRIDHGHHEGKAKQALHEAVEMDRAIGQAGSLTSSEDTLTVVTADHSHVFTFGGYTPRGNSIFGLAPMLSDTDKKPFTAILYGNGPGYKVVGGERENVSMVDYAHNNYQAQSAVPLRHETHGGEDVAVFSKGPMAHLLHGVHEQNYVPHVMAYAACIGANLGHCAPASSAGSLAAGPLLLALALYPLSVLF
TNAP inh hi DEA: TNAP (human) inhibition, high acceptor; P05186; inhibition, % at 20 µM; 0.03% of 200,000 active; purified TNAP, CDP-star luminescence, 1 M DEA; AID 1135;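 active = over 50% inhibition of tissue-nonspecific alkaline phosphatase at 20 µM in the single-dose screen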;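 note: plate controls were DMSO wells for no effect and EDTA-quenched wells as full inhibition for full effect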
Hsp70 act: transcriptional activators of Hsp70; HeLa Hsp70 promoter luciferase reporter, luminescence; scaled: vehicle 0, proteasome-inhibitor control 100%; activation, % at 10 µM; 0.04% of 200,000 active;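 active = activation above the mean across all tested compounds plus 3 SD, cutoff set per campaign, cut at about 5.5% in these data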;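 note: 100% = MG132 at 30 µM as the positive control and 0% = DMSO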
* hit, by the source's call; nt = not tested or not shown.

SMILES | PMI act hi M6P | RAM network inh | L major viab | PMI act | HMGR II inh | DTT redox prof | S1P3 antagonist | TNAP inh noacc | TNAP inh hi DEA | Hsp70 act
COc1ccc(C(=O)/C=C/C(=O)N(CC(=O)NC2CCCCC2)Cc2ccc(F)cc2)c(O)c1 | 1 | 1.1 | 24 | 1 | -4 | 0.2 | -1 | 3 | 1 | -0.4
CN(C)S(=O)(=O)n1cnc2ccccc21 | 0.9 | 0.9 | -3 | 0.9 | 1 | 0.6 | nt | -9 | 0 | -0.1
O=C(Nc1ccc2c(c1)OCCO2)c1ccc(Cl)c(S(=O)(=O)N2CCOCC2)c1 | 1 | -0.7 | 6 | 0.9 | -8 | 0.9 | 23 | -7 | -4 | -0.6
Cc1cccc(C)c1NC(=O)CSc1nnc(-c2ccco2)c(-c2ccco2)n1 | 0.5 | 0.3 | 83* | 0.8 | 0 | 0.8 | nt | 0 | 3 | -0.5
Cc1cccc(C)c1OCC(=O)N/N=C/c1cccn1C | 1 | -0.1 | 19 | 1 | -7 | 0.6 | nt | -10 | -6 | -0.3
CN(C)CC/C=C1/c2ccccc2Sc2c(O)cc(Cl)cc21 | 0.5 | -0.2 | 98* | 0.9 | -3 | 0.8 | nt | -1 | -2 | -0.3
Cc1cc(Cl)ccc1OC(C)C(=O)Nc1ccc(S(=O)(=O)Nc2cnc3ccccc3n2)cc1 (centres undefined) | 0.9 | 5.4 | 22 | 0.8 | -2 | 2.3 | nt | -4 | -3 | -0.3
COc1ccc2c(c1)CCc1c(C(=O)N3CCc4ccccc4C3)noc1-2 | 0.7 | 12* | -3 | 0.7 | -6 | -0.6 | -10 | -10 | 0 | -0.3
COc1ccccc1/C=C\C=N\n1c(C2CCCCC2)n[nH]c1=S | 0.9 | 1.3 | -3 | 0.9 | 0 | -0.9 | nt | 33 | 2 | -0.4
COc1ccc(N2CC(C)(C)C2=O)cc1 | 1.1 | 1.2 | -8 | 1.2 | -18 | 7.8 | 3 | -7 | -7 | 0.1
O=C(COC(=O)Cn1cnc2ccccc21)Nc1ccc2c(c1)C(=O)c1ccccc1C2=O | 1.7 | 1.9 | 21 | 1.4 | -9 | -0.3 | 5 | -5 | 7 | 0.1
Cc1cc(C)n(-c2ccc3nncn3n2)n1 | 1.1 | 1.9 | -5 | 1.1 | 1 | -0.3 | -15 | -8 | -4 | 0.8
O=C(NCc1ccco1)C1CC2CCC1C2 (centres undefined) | 1 | 1.1 | 1 | 0.9 | -3 | 0.2 | nt | -17 | -3 | -0.3
Fc1ccc(CSc2nnc(CN3CCOCC3)n2-c2ccccc2)c(Cl)c1 | 1 | -0.1 | 6 | 1 | -3 | -0.1 | nt | -4 | -13 | -0.4
O=C(COC(=O)CNC(=O)C1CCCCC1)Nc1ccc2ccccc2c1 | 0.9 | 1.7 | -5 | 0.8 | -6 | 1.4 | nt | -10 | -4 | -0.2
C#CCOCCOCCOCCNc1nc(N2CCN(C(=O)[C@H](Cc3ccc(O)cc3)n3cc([C@@H](N)CC(C)C)nn3)CC2)nc(N2CCN(C(=O)[C@H](Cc3cc4ccccc4[nH]3)n3cc([C@@H](N)CC(C)C)nn3)CC2)n1 | 1.3 | -0.2 | -8 | 1.2 | -4 | -1.4 | -18 | -54 | -8 | -0.3
COc1cccc(OCCCCSc2ncccn2)c1 | 1.1 | 0.8 | 0 | 1 | 4 | 2.4 | -20 | 0 | 0 | -0.1
O=C1NCCNC1(c1c[nH]c2ccccc12)C(F)(F)F (centres undefined) | 1.1 | 1.6 | -9 | 1.1 | 1 | -1.0 | -14 | 13 | 0 | 0.1
S=c1nc(-c2cccc(Br)c2)[nH][nH]1 | 0.6 | 1.3 | -12 | 0.4 | -3 | -2.2 | -13 | -12 | -3 | -0.4
CCc1nc(NCCC(C)C)c(C#N)c2c1CCCC2 | 0.9 | 1.9 | -3 | 0.9 | -4 | 0.2 | nt | -4 | -5 | -0.2
O=S(=O)(c1cccc(C(F)(F)F)c1)N1CCC(O)(c2cccnc2)CC1 | 0.9 | -1.6 | 2 | 1 | -5 | -1.3 | 8 | -8 | -4 | -0.1
CCOC(=O)C1(Cc2ccc(OC)cc2)CCN(C(=O)Cc2cccnc2)CC1 | 1 | 0.9 | 2 | 0.9 | -2 | 0.6 | -2 | -7 | -4 | -0.1
O=C(CSc1nc2ccccc2o1)Nc1ccccc1N1CCOCC1 | 0.9 | 1.8 | 12 | 1 | -4 | -0.4 | nt | -20 | 2 | 0.0
COC1=CCC2([N+](=O)[O-])CN(CC(=O)O)CC1([N+](=O)[O-])C2 (centres undefined) | 0.9 | 1.6 | -2 | 1 | 0 | -0.7 | -4 | -12 | -7 | 0.0

Complete entries from above.
`O=S(=O)(c1cccc(C(F)(F)F)c1)N1CCC(O)(c2cccnc2)CC1` as listed: PMI act hi M6P = 0.9; RAM network inh = -1.6; L major viab = 2; PMI act = 1; HMGR II inh = -5; DTT redox prof = -1.3; S1P3 antagonist = 8; TNAP inh noacc = -8; TNAP inh hi DEA = -4; Hsp70 act = -0.1
`Fc1ccc(CSc2nnc(CN3CCOCC3)n2-c2ccccc2)c(Cl)c1` as listed: PMI act hi M6P = 1; RAM network inh = -0.1; L major viab = 6; PMI act = 1; HMGR II inh = -3; DTT redox prof = -0.1; S1P3 antagonist = nt; TNAP inh noacc = -4; TNAP inh hi DEA = -13; Hsp70 act = -0.4
`O=C(NCc1ccco1)C1CC2CCC1C2` (centres undefined) as listed: PMI act hi M6P = 1; RAM network inh = 1.1; L major viab = 1; PMI act = 0.9; HMGR II inh = -3; DTT redox prof = 0.2; S1P3 antagonist = nt; TNAP inh noacc = -17; TNAP inh hi DEA = -3; Hsp70 act = -0.3

(further entries)
SMILES | PMI act hi M6P | RAM network inh | L major viab | PMI act | HMGR II inh | DTT redox prof | S1P3 antagonist | TNAP inh noacc | TNAP inh hi DEA | Hsp70 act
COC(=O)c1c(C)[nH]c(-c2csc(N)n2)c1C | 1.5 | 2.0 | 2 | 1.4 | 0 | -0.5 | -19 | -16 | 2 | 0.3
O=C(CSc1nnc(Cc2cccs2)n1Cc1ccco1)Nc1ccc(Br)cc1 | 0.9 | 0.8 | 8 | 0.7 | 0 | -0.1 | 42 | -6 | 0 | -0.1
CCCn1c(SCC(=O)N2c3ccccc3Sc3ccccc32)nc2c1c(=O)n(C)c(=O)n2C | 1 | 1.8 | 62* | 0.9 | -8 | -4.0 | 28 | -11 | -4 | -0.2
O=C(c1ccccc1)N(Nc1ccccc1)c1ccccc1 | 0.9 | 1.8 | 18 | 0.9 | -6 | 0.3 | 13 | -9 | -4 | -0.3
Cn1nc(-c2ccc(Cl)cc2)c2cc(C(=O)N3CCN(c4ccccc4)CC3)sc21 | 0.9 | 3.1 | 16 | 0.9 | 1 | -3.4 | -19 | -11 | -5 | -0.1
O=C(CC(C(=O)N1CCc2ccccc21)n1ccnc1)NCc1ccccc1 (centres undefined) | 1.1 | -0.7 | 100* | 1.1 | -3 | 0.0 | nt | 6 | 0 | -0.3
CCOC(=O)COc1ccccc1/C=C1\NC(=O)NC1=O | 1.1 | -0.5 | 3 | 1.1 | -7 | -0.9 | 5 | -4 | 2 | -0.2
Cn1c(=O)n(C)c2cc(NS(=O)(=O)c3ccc(Br)s3)ccc21 | 1 | 5.3 | 6 | 1 | -3 | -0.3 | -6 | -19 | -7 | 0.2
CCC(c1nnnn1C(C)(C)CC)N(CCCN1CCOCC1)Cc1cc2cccc(C)c2[nH]c1=O (centres undefined) | 0.9 | 0.1 | 21 | 0.9 | -7 | 8.7 | nt | 7 | 1 | 0.1
O=C(CSc1nc(Nc2ccccc2)nc(N2CCOCC2)n1)Nc1ccccc1Cl | 0.9 | 1.8 | 10 | 0.8 | -2 | 2.6 | 9 | -6 | -6 | 0.3
COC(=O)c1ccc(NC(=O)Cc2ccc(F)cc2)cc1 | 1.1 | 0.4 | 68* | 1 | -10 | 0.1 | 10 | -17 | -6 | 0.0
CCOC(=O)N1CCC(NC(=O)c2cccc3c2C(=O)N(Cc2cccnc2)C3)CC1 | 0.9 | 2.3 | -7 | 0.9 | 3 | -0.4 | -22 | -6 | 0 | -0.3
CCOC(=O)c1sc(NC(=O)CNC(=O)Cn2cnc3sc(C)c(C)c3c2=O)nc1C | 0.9 | 0.4 | -7 | 0.9 | -4 | 1.1 | 4 | -3 | 0 | 0.0
COc1ccc(NC(=O)CN2CCN(c3nc(-c4ccc(F)cc4)cs3)CC2)c(OC)c1 | 1 | 1.9 | -4 | 0.9 | -4 | -0.8 | -22 | -8 | -4 | -0.2
Cc1ccc2nc(SC(C)C(=O)N3CCCCC3)[nH]c2c1 (centres undefined) | 1 | 0.5 | -5 | 1 | -10 | 0.9 | 0 | -25 | -5 | 0.0
CCCn1c(N2CCN(CC(=O)c3c(C)n(C)c4ccc(OC)cc34)CC2)nc2c1c(=O)[nH]c(=O)n2C | 1.1 | 0.4 | 19 | 1 | 1 | 2.2 | nt | -5 | -1 | 0.1
COC(=O)c1ccccc1NC(=O)Nc1cccc(C)n1 | 1 | 1.6 | -4 | 1 | 1 | -0.6 | 4 | -12 | -10 | -0.1
O=C(N/N=C/c1c[nH]c2ccccc12)c1ccn(Cc2ccc(Cl)cc2Cl)n1 | 0.8 | 3.0 | 30 | 0.8 | -2 | -3.6 | nt | -14 | -6 | -0.3
Cc1noc(C)c1COc1ccc(C(=O)OCC(=O)NC2CCCCC2C)cc1 (centres undefined) | 1 | 2.9 | -3 | 1 | -4 | 1.8 | nt | -4 | -1 | -0.3
COc1ccc(NC(=O)Nc2ccccc2C)c(OC)c1 | 1 | 4.0 | 5 | 1 | -3 | -2.3 | 9 | -4 | -2 | -0.3
O=C(Nc1ccc(-c2nc3ccccc3[nH]2)cc1)c1c(F)c(F)c(F)c(F)c1F | 1.1 | 5.1 | -3 | 1 | 0 | 0.2 | -4 | -10 | -2 | 0.1
Cn1ncc2c(Nc3ccc(-c4ccccc4)cc3)ncnc21 | 1 | 2.6 | 8 | 0.9 | -5 | -2.2 | -36 | 2 | -5 | -0.2
CCc1ccccc1NC(=O)CSC1=C(C#N)C(c2ccc3c(c2)OCO3)C2=C(CCCC2=O)N1 (centres undefined) | 1.6 | 6.7 | 6 | 1.3 | -5 | 2.8 | -5 | -3 | 3 | -0.5
CC1CCCN(c2cc3c(cc2[N+](=O)[O-])C(=O)N(c2ccccc2)C3=O)C1 (centres undefined) | 1.1 | 6.0 | -4 | 1.1 | 0 | -0.1 | 14 | -2 | 2 | -0.2
O=C(O)CCC(=O)NNC(=O)c1cccs1 | 1 | 0.0 | -3 | 1 | -4 | -0.8 | -3 | -12 | -6 | -0.1
O=C(c1cc2ccccc2oc1=O)N(Cc1ccco1)CC1CCCO1 (centres undefined) | 1 | -0.6 | -6 | 0.9 | -10 | -0.1 | -14 | -92 | -4 | -0.4
Cn1c(=O)c2c(SCc3ccccc3)nc(-c3ccco3)nc2n(C)c1=O | 0.8 | 1.0 | -5 | 0.9 | -8 | 1.3 | -32 | -7 | -1 | -0.1
